SSB-PriA inh – K. pneumoniae PriA-SSBct interaction inhibition. AlphaScreen SSBct-PriA binding, biotinylated peptide. inhibition, % at 33 µM. 0.6% of 430,000 active; in the data active means inhibition mostly above about 37%, no sharp cut-off; inactive means mostly below about 20%;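 further: plate controls were negative control peptide for no effect and reference peptide for full effect; strong numbers were not always called active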
BH1578 lux ind – quorum light induction in luxS cqsA deficient V. cholerae. V. cholerae BH1578 lux reporter, luminescence, 6 h. activation, % at 18.7 µM. 0.16% of 350,000 active. AID 588436; in the data active means activation mostly above about 9.7%, no sharp cut-off; further: not every result past the cut was called active; inactives centre near 0; reference of the scale not given here
MazEF act – increases E. coli MazEF RNase cleavage of RNA; activation, % at 20 µM; AID 504720; FAM/BHQ RNA-DNA oligo cleavage fluorescence, 5 h; P0AE70; 0.32% of 350,000 active; in the data active means activation above about 50%
Target sequence (P0AE70 whole entry, looked up): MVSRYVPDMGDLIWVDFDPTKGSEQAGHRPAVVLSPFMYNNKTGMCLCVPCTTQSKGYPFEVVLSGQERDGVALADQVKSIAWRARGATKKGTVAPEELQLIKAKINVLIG
Mtb FBA inh – inhibits M. tuberculosis FBA enzyme | AID 588726 | P9WQA3 | 2.3% of 360,000 active | purified M. tuberculosis FBA, fluorescence read-out | inhibition, % at 1 µM; in the data active means inhibition above about 27%;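 further: 0% = vehicle and 100% = reference inhibitor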
Target sequence (P9WQA3 whole entry, looked up): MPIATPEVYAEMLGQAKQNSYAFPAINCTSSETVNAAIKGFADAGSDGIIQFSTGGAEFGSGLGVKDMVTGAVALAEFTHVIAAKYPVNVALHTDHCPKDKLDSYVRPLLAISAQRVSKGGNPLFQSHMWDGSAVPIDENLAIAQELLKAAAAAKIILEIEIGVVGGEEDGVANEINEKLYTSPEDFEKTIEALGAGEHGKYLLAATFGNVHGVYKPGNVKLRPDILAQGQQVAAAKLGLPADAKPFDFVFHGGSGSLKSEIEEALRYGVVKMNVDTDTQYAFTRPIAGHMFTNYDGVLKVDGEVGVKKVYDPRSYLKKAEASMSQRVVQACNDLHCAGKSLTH
DUSP3 inh – inhibitors of human VHR1 phosphatase (DUSP3); P51452; recombinant VHR phosphatase, pNPP absorbance; inhibition, % at 13.3 µM; 0.52% of 290,000 active; AID 1654; in the data active means inhibition above about 50%; further: some compounds called inactive have numbers as strong as hits
Target sequence (P51452 whole entry, looked up): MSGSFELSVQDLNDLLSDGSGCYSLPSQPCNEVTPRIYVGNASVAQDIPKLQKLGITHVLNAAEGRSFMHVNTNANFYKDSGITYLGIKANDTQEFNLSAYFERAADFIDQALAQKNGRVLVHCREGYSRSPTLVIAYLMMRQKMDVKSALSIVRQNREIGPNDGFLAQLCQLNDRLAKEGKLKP
BioA inh – inhibitors of Mycobacterium tuberculosis BioA enzyme; purified M. tuberculosis BioA enzyme, plate reader; inhibition, % at 9.99 µM; 0.096% of 360,000 active; AID 602481; in the data active means inhibition above about 40%
Rv3671c protease – inhibitors of M. tuberculosis serine protease Rv3671c; AID 2606; P9WHR9; 0.048% of 320,000 active; inhibition, % at 5.96 µM; in the data active means inhibition above about 38%;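 further: extracellular domain of Rv3671c used as enzyme; 0% = enzyme with DMSO and 100% = no enzyme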
GDH-TPI counter – inhibits GDH-TPI coupling enzymes, artifact for Mtb FBA screen; AID 588335; 1.2% of 360,000 active; inhibition, % at 4.8 µM; GDH-TPI coupled enzyme counterscreen, NADH absorbance; in the data active means inhibition above about 30%;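 further: 0% = DMSO wells and 100% = wells lacking the enzyme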
SARS 3CLpro inh – SARS-CoV 3CLpro protease inhibition | recombinant SARS-CoV 3CLpro, quenched FRET peptide cleavage | P0C6X7 | inhibition, % at 6 µM | 0.14% of 290,000 active | AID 1706; in the data active means inhibition above about 12%
UGM FP inh – Mtb UDP-galactopyranose mutase inhibition | purified UGM, fluorescence polarization probe displacement | inhibition, % at 10 µM | 0.06% of 320,000 active; in the data active means inhibition above about 10%, passing the limit was not always enough
* = called active by the depositor; i = inactive; · = no result given.

1: CCOC(=O)c1c(/N=C/N(C)C)sc(C)c1C
2: CC12CCC(=O)N1C(C(=O)Nc1nc3ccc(F)cc3s1)CS2 (centres undefined)
3: CCC(C)(C)NC(=O)C(c1ccc(OC)cc1)N(C(=O)CCC(=O)Nc1cc(C)on1)c1ccccc1F (centres undefined)
4: Cc1cc(C)n(-c2nnc(N3CCN(c4ccc(F)cc4)CC3)nn2)n1
5: Cn1c(=O)c(C(=O)CSc2nnc(Nc3ccccc3)s2)c(N)n(Cc2ccccc2)c1=O
6: COc1cccc(C(=O)NCCSc2c(C)[nH]c3ccccc23)c1OC
7: CCOc1cc(C2Nc3ccccc3NC3=C2C(=O)CC(C)(C)C3)ccc1OC(C)=O (centres undefined)
8: Cc1ccc2nc3c(cc(C(=O)NCc4ccco4)c(=N)n3Cc3ccco3)c(=O)n2c1

| assay / compound | 1 | 2 | 3 | 4 | 5 | 6 | 7 | 8 |
| --- | --- | --- | --- | --- | --- | --- | --- | --- |
| BioA inh | -1.7 | 0.0 | -0.7 | · | -2.3 | 3.2 | -1.8 | -2.5 |
| UGM FP inh | -4.6 | 2.9 | -1.2 | -1.2 | -0.6 | -2.3 | -1.8 | 0.7 |
| SSB-PriA inh | · | -12 | -6 | -18 | -10 | 18 | -14 | 15 |
| SARS 3CLpro inh | 3 | · | 1 | 0 | -8 | 0 | -1 | -2 |
| Rv3671c protease | 1 | -6 | 4 | 1 | -5 | 6 | -9 | 1 |
| MazEF act | -2 | 8 | 2 | -11 | -1 | 11 | 0 | -6 |
| GDH-TPI counter | -3 | 0 | -4 | 2 | 6 | 7 | 43* | 14 |
| Mtb FBA inh | -2 | -1 | 0 | -1 | 3 | -1 | 0 | 42* |
| BH1578 lux ind | i | -0.5 | 0.8 | -0.4 | i | -0.6 | i | -2.0 |
| DUSP3 inh | 17 | · | 19 | 20 | 2 | 0 | 70 | 26 |

Whole records, looked up by structure. Values in the order: BioA inh | UGM FP inh | SSB-PriA inh | SARS 3CLpro inh | Rv3671c protease | MazEF act | GDH-TPI counter | Mtb FBA inh | BH1578 lux ind | DUSP3 inh
Record of Cn1c(=O)c(C(=O)CSc2nnc(Nc3ccccc3)s2)c(N)n(Cc2ccccc2)c1=O : -2.3 | -0.6 | -10 | -8 | -5 | -1 | 6 | 3 | i | 2
Record of Cc1cc(C)n(-c2nnc(N3CCN(c4ccc(F)cc4)CC3)nn2)n1 : · | -1.2 | -18 | 0 | 1 | -11 | 2 | -1 | -0.4 | 20

Remaining list, next part
9: CC(C)CCn1c(=O)c2ccccc2n2c(=S)[nH]nc12
10: COc1ccc(CCNC(=O)CSc2ccsc2[N+](=O)[O-])c(OC)c1
11: N#Cc1ccc2ccn(CC(=O)NCc3ccccc3)c2c1
12: O=C(Nc1cccc(OC(F)(F)F)c1)C1Cc2c(-c3ccc4c(c3)OCO4)ccnc2O1 (centres undefined)
13: CC(C)(C)C(=O)N1CCc2cc(-c3csc(N)n3)ccc21
14: CC(NC(=O)c1cccnc1)C(c1cccs1)N1CCN(C)CC1 (centres undefined)
15: Cc1nc2c(C)cccn2c1/C(O)=C1\C(=O)C(=O)N(CCN2CCOCC2)C1c1ccncc1 (centres undefined)
16: CC1=C(C(=O)Nc2ccccc2)C(c2ccco2)C(C#N)=C(SCC(N)=O)N1 (centres undefined)

| assay / compound | 9 | 10 | 11 | 12 | 13 | 14 | 15 | 16 |
| --- | --- | --- | --- | --- | --- | --- | --- | --- |
| BioA inh | 0.3 | 0.6 | · | -2.5 | -1.3 | 0.3 | 1.5 | 8.2 |
| UGM FP inh | -2.3 | 1.5 | 0.4 | · | 0.2 | 0.4 | -0.1 | -0.5 |
| SSB-PriA inh | -7 | -7 | -11 | · | 25 | 4 | · | 2 |
| SARS 3CLpro inh | -2 | -2 | -2 | · | -5 | -2 | -1 | -4 |
| Rv3671c protease | -15 | -2 | -5 | · | -10 | -1 | -3 | -9 |
| MazEF act | -7 | 4 | 3 | · | 7 | -2 | -10 | -3 |
| GDH-TPI counter | -3 | -3 | 5 | -2 | -7 | -10 | 5 | 25 |
| Mtb FBA inh | 1 | -7 | 12 | 13 | -4 | 0 | -1 | 0 |
| BH1578 lux ind | -0.5 | i | i | i | -0.2 | -0.2 | i | -1.9 |
| DUSP3 inh | -10 | -11 | -14 | · | 31 | 25 | 35 | -16 |

17: CCOC(=O)N1CCc2c(sc(NC(=O)c3ccc(S(=O)(=O)N4CCCC4)cc3)c2C#N)C1
18: O=C(c1c[nH]c2ccccc12)C(O)C(c1ccccc1)N1CCOCC1 (centres undefined)
19: CC(C)NC(=O)c1cc(-c2cccs2)on1
20: CCOc1ccc2[nH]c(=O)c(CN(CCO)C(c3nnnn3C3CCCCC3)C(C)C)cc2c1 (centres undefined)
21: CCOC(=O)c1[nH]c(C)c(C(=O)NC(C)(C)C)c1C
22: CN(C)c1cc2c(cc1NC(=O)c1ccccc1Cl)n(C)c(=O)n2C
23: CSc1ccc(CN2CCC(C)(Oc3ccc(F)cc3)C2)cc1 (centres undefined)
24: O=C(Nc1ccc(Cl)cn1)c1cccc(S(=O)(=O)N2CCCC2)c1

| assay / compound | 17 | 18 | 19 | 20 | 21 | 22 | 23 | 24 |
| --- | --- | --- | --- | --- | --- | --- | --- | --- |
| BioA inh | -1.3 | -0.5 | · | -1.9 | 1.1 | 0.8 | 0.2 | 2.3 |
| UGM FP inh | -2.8 | 2.0 | -1.3 | · | -0.4 | 3.7 | · | 2.9 |
| SSB-PriA inh | 7 | -3 | 11 | -2 | -7 | 0 | · | -8 |
| SARS 3CLpro inh | 3 | 0 | 1 | -3 | 4 | 0 | · | -4 |
| Rv3671c protease | 3 | 0 | -3 | · | 4 | 2 | · | 7 |
| MazEF act | -9 | -9 | 6 | -2 | 4 | 6 | · | 7 |
| GDH-TPI counter | 16 | -5 | 5 | 9 | 7 | -5 | -5 | 1 |
| Mtb FBA inh | -3 | -1 | -1 | 18 | 1 | -2 | 0 | 2 |
| BH1578 lux ind | -1.1 | -0.3 | 1.4 | i | -0.5 | i | 0.3 | -2.6 |
| DUSP3 inh | 9 | 10 | 6 | 26 | 12 | 37 | · | 22 |

Along the list, as entered above:
Nos. 17 to 24 in MazEF act: -9, -9, 6, -2, 4, 6, ·, 7
Nos. 17 to 24 in Mtb FBA inh: -3, -1, -1, 18, 1, -2, 0, 2

Back to the main list, starting 4 compounds before the break.
21: CCOC(=O)c1[nH]c(C)c(C(=O)NC(C)(C)C)c1C
22: CN(C)c1cc2c(cc1NC(=O)c1ccccc1Cl)n(C)c(=O)n2C
23: CSc1ccc(CN2CCC(C)(Oc3ccc(F)cc3)C2)cc1 (centres undefined)
24: O=C(Nc1ccc(Cl)cn1)c1cccc(S(=O)(=O)N2CCCC2)c1
25: Cc1c(C)c2ccc(OC(C)C(=O)NCCCn3ccnc3)c(C)c2oc1=O (centres undefined)
26: N#Cc1cccc(CSc2ncnc(N)n2)c1
27: Nc1ncnc2c1ncn2[C@@H]1O[C@H](CNC(=O)[C@@H]2CCN2)[C@@H](O)[C@H]1O
28: O=C(Nc1ccc(Cl)cc1)Nc1cc([N+](=O)[O-])ccc1F
29: CCOC(=O)C(C)Sc1nc(=O)n2cc(C)ccc2n1 (centres undefined)
30: COc1ccc(CN(C)C(=O)Cc2ccc(OC)c(S(=O)(=O)N3CCOCC3)c2)cc1
31: O=C(CC1CCCCC1)NCc1ccccn1
32: O=C(NCC1CCCO1)c1ccc(COc2ccc(Br)cc2)cc1 (centres undefined)

| assay / compound | 21 | 22 | 23 | 24 | 25 | 26 | 27 | 28 | 29 | 30 | 31 | 32 |
| --- | --- | --- | --- | --- | --- | --- | --- | --- | --- | --- | --- | --- |
| BioA inh | 1.1 | 0.8 | 0.2 | 2.3 | 5.2 | 1.2 | -3.3 | · | · | -2.4 | 2.2 | · |
| UGM FP inh | -0.4 | 3.7 | · | 2.9 | 1.0 | -1.9 | · | -0.5 | 1.7 | 2.6 | -2.2 | -1.2 |
| SSB-PriA inh | -7 | 0 | · | -8 | -10 | 4 | -3 | 1 | -8 | -9 | 2 | -19 |
| SARS 3CLpro inh | 4 | 0 | · | -4 | -4 | 2 | · | -1 | -4 | · | 3 | 4 |
| Rv3671c protease | 4 | 2 | · | 7 | -10 | 10 | · | 4 | 4 | -4 | -1 | -6 |
| MazEF act | 4 | 6 | · | 7 | 10 | 4 | 3 | -2 | 3 | 1 | -1 | -9 |
| GDH-TPI counter | 7 | -5 | -5 | 1 | 21 | 6 | 7 | 6 | -2 | 7 | -14 | -1 |
| Mtb FBA inh | 1 | -2 | 0 | 2 | 55* | 2 | 3 | 0 | 10 | 3 | 1 | 0 |
| BH1578 lux ind | -0.5 | i | 0.3 | -2.6 | -0.1 | -0.8 | i | -0.5 | i | i | i | -0.2 |
| DUSP3 inh | 12 | 37 | · | 22 | 11 | 32 | · | 4 | 24 | · | 7 | 36 |

33: Cc1ccc2nc(-c3ccc(NC(=O)c4cccnc4)cc3)oc2c1
34: c1cncc(C2OCC3(CO2)COC(c2cccnc2)OC3)c1 (centres undefined)
35: Cc1occc1C(=O)NCc1ccccc1F
36: O=C1C=C(NCCOC23CC4CC(CC(C4)C2)C3)C2(CCCCC2)O1
37: CCS(=O)(=O)Nc1cc(C(=O)OC)ccc1C(=O)OC
38: Cc1cc(C)c2cc(C#N)c(SCC(=O)NCC3CCCO3)nc2c1 (centres undefined)
39: CCn1c(SCC(=O)Nc2ccc(C(C)=O)cc2)nc2nc3c(cc2c1=O)CCCC3
40: COCc1ccc(C(=O)N2CCCC(N3CCN(c4ccccc4C)CC3)C2)s1 (centres undefined)
41: NC(=O)CSc1nnc(Cc2csc(Nc3ccc(F)cc3)n2)n1Cc1ccccc1
42: CCCS(=O)(=O)N1CCN=C1SCc1ccc(C)cc1
43: Cc1cc(C)c2c(=O)c3c(oc2c1)C(=O)N(CCO)C3c1cccc(O)c1 (centres undefined)

| assay / compound | 33 | 34 | 35 | 36 | 37 | 38 | 39 | 40 | 41 | 42 | 43 |
| --- | --- | --- | --- | --- | --- | --- | --- | --- | --- | --- | --- |
| BioA inh | · | · | -1.8 | · | 0.3 | -1.6 | 7.4 | 4.2 | -0.1 | · | 0.4 |
| UGM FP inh | 0.0 | -1.2 | -1.0 | -0.9 | 3.3 | 0.9 | -1.6 | 1.4 | 0.5 | -2.0 | 1.1 |
| SSB-PriA inh | -8 | -7 | -8 | -27 | -18 | -4 | -23 | -4 | -5 | -5 | -12 |
| SARS 3CLpro inh | -1 | -1 | 3 | -2 | -1 | -4 | -5 | -11 | 0 | 3 | -4 |
| Rv3671c protease | -25 | 4 | 3 | -1 | 1 | 13 | -6 | -1 | 1 | -1 | -1 |
| MazEF act | 0 | -22 | -2 | -5 | -1 | -11 | 1 | 1 | -2 | 8 | 5 |
| GDH-TPI counter | 8 | 9 | -8 | -5 | 3 | 3 | 11 | -4 | 13 | -10 | 15 |
| Mtb FBA inh | -7 | -1 | 2 | 1 | 5 | 0 | -1 | 1 | 1 | -4 | 0 |
| BH1578 lux ind | -0.4 | i | -0.5 | -0.3 | -0.3 | 0.1 | -1.0 | -0.3 | i | -0.2 | 1.7 |
| DUSP3 inh | -10 | 21 | -19 | 9 | -17 | 18 | 5 | 10 | 13 | 23 | 29 |

Screening results as filed in PubChem.

Only part of the results is shown, so the mix of outcomes need not match the whole.
